TLR9-MyD88 inh = blocks human TLR9 binding to MyD88; Q9NR96+Q99836; CHO BLA complementation TLR9-MyD88, CCF4 FRET ratio; inhibition, % at 4.98 µM; actives 0.21% (n = 340,000);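 active = inhibition above the mean over all tested compounds plus 3 SD, cut at about 21% in these data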;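 also: 0% = DMSO only wells and 100% = clavulanate BLA inhibitor control wells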
Target sequence (Q99836 whole entry, looked up): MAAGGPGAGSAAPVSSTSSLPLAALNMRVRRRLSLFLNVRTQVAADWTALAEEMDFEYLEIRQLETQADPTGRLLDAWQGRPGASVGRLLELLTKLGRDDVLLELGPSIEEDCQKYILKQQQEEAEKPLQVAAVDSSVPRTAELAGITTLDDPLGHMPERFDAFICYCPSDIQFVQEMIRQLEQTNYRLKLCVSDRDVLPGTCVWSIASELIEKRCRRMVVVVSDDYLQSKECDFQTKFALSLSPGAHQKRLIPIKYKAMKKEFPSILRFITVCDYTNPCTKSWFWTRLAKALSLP
Target sequence (Q9NR96 whole entry, looked up): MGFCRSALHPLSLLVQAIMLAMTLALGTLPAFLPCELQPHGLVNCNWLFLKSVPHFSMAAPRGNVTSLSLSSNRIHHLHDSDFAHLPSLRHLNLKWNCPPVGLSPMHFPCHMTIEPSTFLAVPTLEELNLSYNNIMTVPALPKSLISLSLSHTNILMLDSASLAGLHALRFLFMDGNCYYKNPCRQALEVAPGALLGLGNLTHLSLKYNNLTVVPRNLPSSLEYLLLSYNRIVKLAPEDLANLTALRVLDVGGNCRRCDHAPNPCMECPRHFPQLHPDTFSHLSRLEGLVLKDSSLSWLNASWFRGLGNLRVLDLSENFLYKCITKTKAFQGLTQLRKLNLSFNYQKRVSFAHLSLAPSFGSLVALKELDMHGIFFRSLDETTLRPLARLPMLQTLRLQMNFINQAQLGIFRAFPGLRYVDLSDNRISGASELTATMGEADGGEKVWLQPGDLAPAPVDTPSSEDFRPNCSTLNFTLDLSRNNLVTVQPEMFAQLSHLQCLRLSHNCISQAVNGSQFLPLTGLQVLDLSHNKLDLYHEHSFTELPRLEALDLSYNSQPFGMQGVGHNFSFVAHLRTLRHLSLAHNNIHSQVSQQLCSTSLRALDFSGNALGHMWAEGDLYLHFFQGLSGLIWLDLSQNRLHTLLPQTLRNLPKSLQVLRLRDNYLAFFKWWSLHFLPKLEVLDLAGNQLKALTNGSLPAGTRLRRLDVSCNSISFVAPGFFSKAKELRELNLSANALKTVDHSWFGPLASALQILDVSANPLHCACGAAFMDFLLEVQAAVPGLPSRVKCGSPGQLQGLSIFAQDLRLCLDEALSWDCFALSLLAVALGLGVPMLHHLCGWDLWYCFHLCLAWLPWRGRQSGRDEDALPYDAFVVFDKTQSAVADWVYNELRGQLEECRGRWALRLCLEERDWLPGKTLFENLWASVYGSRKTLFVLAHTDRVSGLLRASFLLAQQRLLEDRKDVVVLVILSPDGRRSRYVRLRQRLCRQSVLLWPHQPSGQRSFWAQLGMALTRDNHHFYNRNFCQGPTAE
MC4R barr agon = human MC4R agonism via beta-arrestin. actives 0.98% (n = 360,000). U2OS MC4R beta-arrestin complementation, luminescence; percent of melanotan II response, DMSO zero. activation, % at 8.9 µM. P32245;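 active = activation above a per-plate cutoff, the mean activation of sample wells on that plate plus 3 SD, cut at about 8% in these data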
ABHD5 PLIN5 PPI = blocks binding of human ABHD5 to perilipin-5. Q00G26+Q8WTS1. Split G. princeps luciferase complementation, luminescence, 4 h. inhibition, % at 4 µM. actives 0.78% (n = 360,000);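 active = inhibition above the mean inhibition across every tested compound plus 3 SD, cut at about 22% in these data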;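 also: 0% = DMSO only wells and the 100% control is not disclosed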
Vif inh = blocks HIV Vif function. HEK293T cells, Vif self-association by quenched fluorescence, imaging, 24 h. inhibition, % at 7.49 µM. actives 0.35% (n = 340,000). AID 602346; in the data active = inhibition above about 50%, passing the limit was not always enough; also: some results filed as inactive read as strong as hits
Granule exo inh = blocks lytic granule exocytosis; inhibition, % at 10 µM; actives 0.66% (n = 360,000); TALL-104 LAMP-1 surface exposure, flow cytometry; cells stimulated with thapsigargin and PMA;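 active = inhibition above about 55%, limit read from the data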
NOD2-RIPK2 inh = inhibitors of human NOD2-RIPK2 interaction; actives 0.38% (n = 360,000); inhibition, % at 4.98 µM; O43353; AID 624267; CHO BLA complementation NOD2-RIPK2, CCF4 ratio; in the data active = inhibition above about 21%;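 also: 0% = vehicle only and 100% = reference blocker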
aDG glyco act = increases alpha dystroglycan glycosylation | Pro5-aDG cells, alpha-DG glycosylation AlphaScreen (IIH6); 0% Pro5, 100% B10-LARGE cell signal | activation, % at 10 µM | actives 0.22% (n = 360,000) | AID 624168;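 active = activation of at least 8% versus controls, or a plate z-score of at least 8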;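 also: Pro5 are CHO cells carrying HIG-tagged alpha-DG that lacks glycosylation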
ABCB6 inh 2 = inhibitors of human ABC transporter ABCB6; Q9NP58; K562-ABCB6 porphyrin accumulation, flow cytometry, 1 h; stronger effect = lower value; fluorescence ratio to DMSO, % at 10 µM; actives 0.19% (n = 360,000); AID 602162;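 active = fluorescence ratio to DMSO below 75%, the collection mean minus 3 SD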;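 also: signal is porphyrin accumulated inside mitochondria; 100% equals median channel fluorescence of DMSO control wells; lower ratio means ABCB6 inhibition with less porphyrin fluorescence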
MC4R antag cAMP = human MC4R antagonism in cAMP assay; actives 0.48% (n = 360,000); AID 540295; MC4R-expressing cells, MTII-stimulated cAMP, LANCE TR-FRET; inhibition, % at 6.5 µM;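 active = inhibition above its plate's cutoff, the mean of tested wells on that plate plus 3 SD, cut at about 29% in these data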;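 also: 0% = Melanotan II alone and 100% = Melanotan II plus saturating MCL0020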
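Material: human MC4R-expressing U2OS cells. Probe or stimulus: Melanotan II challenge. Dosing: 6.5 µM single dose. Times: 30-min compound, 1-h challenge, 1-h detection, room temperature. Technique: TR-FRET with Eu-cAMP and labeled anti-cAMP, 671 nm. Replication: singlicate.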
Glyco luc inh = N-linked glycosylation inhibition. D54 ERlucT glycosylation luciferase reporter, 24 h; percent of 100 nM tunicamycin response. reporter increase, % at 12.5 µM. actives 0.23% (n = 360,000). AID 588692;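 active = mean luciferase reporter signal, scaled so untreated is 0 and the glycosylation-blocking control 100, at or above a set limit in every replicate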;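 also: luciferase carries N-glycosylation sites so blocking glycosylation raises the light; 0% = median of neutral control wells and 100% = median of 100 nM tunicamycin wells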
An asterisk follows results filed as active; . = not tested or not shown; & = joins results of further samples.

Every second line gives: ABHD5 PLIN5 PPI, MC4R antag cAMP, NOD2-RIPK2 inh, Glyco luc inh, TLR9-MyD88 inh, Vif inh, aDG glyco act, Granule exo inh, ABCB6 inh 2, MC4R barr agon
- CCOc1ccccc1OCCCC(=O)NNC(=O)c1nn(C)c(=O)c2ccccc12
 : -29, 0, 1, 3, -10, -3, 0.2, -6, 100, -2.3
- O=C(COC(=O)CCc1ccc(S(=O)(=O)N2CCOCC2)cc1)Nc1ccccc1OC(F)F
 : -2, 14, -9, 1, -1, 6, 0.0, -2, 99, 0.3
- C/C(CC(=O)N1CCN(C=O)CC1)=N\NC(=O)c1cccc([N+](=O)[O-])c1
 : -7, -4, -7, -1, 4, 12, -0.2, -5, 98, -2.9
- Cc1cc(F)c(F)c(C(=O)N2CCOCC2)c1Cl
 : -2, 0, 3, 0, 1, ., -0.1, -2, 104, 0.4
- O=C(NCCSCc1c(F)cccc1Cl)c1ccco1
 : 1, 4, -3, 7, 7, 9, 0.5, 0, 92, -1.3
- CCc1ccc(C(c2c(C)nn(-c3ccccc3)c2N)c2c(C)nn(-c3ccccc3)c2N)cc1
 : -2, -3, 0, -2, -2, 1, 0.3, -3, 93, -3.4
- Cc1ccc(Oc2ncnc(N)c2[N+](=O)[O-])cc1
 : 15, 5, 2, 2, 7, -1, -0.1, 4, 100, 4.8
- CCCCC(CC)CN1CN(CC(CC)CCCC)CC(C)(N)C1 (stereo unspecified)
 : 5, 6, -3, 1, -5, -3, 2.1, -1, 99, 0.5
- Clc1ccc(-n2cccc2CN2CCc3c([nH]c4ccccc34)C2c2ccccn2)nc1 (stereo unspecified)
 : 2, 5, -9, -8, -14, -33, 0.9, 7, 104, -1.4
- COc1ccccc1NC(=O)c1ccc(NC(=O)CN2CCCC2)cc1
 : 4, 7, -10, -2, -2, 9, 0.6, -1, 97, -0.4
- COc1ccc(C(=O)Nc2ccc(N3CCC(C)CC3)cc2)cc1Br
 : 5, 4, -1, 1, -11, 3, -0.2, 4, 106, 1.5
- Cc1ccc(C(=O)Nc2cccc(N3C(=O)C4CCC(C)CC4C3=O)c2)cc1 (stereo unspecified)
 : -10, 3, -8, -3, 3, -4, 0.0, 1, 93, -2.0
- COC(=O)c1c(C)[nH]c(C(=O)OC(C)C(=O)N2CCOCC2)c1C (stereo unspecified)
 : 5, 8, -5, 1, -7, ., 0.0, 2, 99, -3.2
- COc1ccc([C@@H]2[C@@H]3C(=O)N(C(C)(C)C)C(=O)[C@@H]3[C@]3(C)C(=O)N(c4ccc(C(F)(F)F)cc4)C(=O)N23)cc1
 : 4, 3, -6, 2, 3, -7, 0.1, 1, 96, 4.1
- O=C(Nc1nnc([C@@H]2C[C@H](O)[C@@H](CO)O2)s1)c1cccc(Cl)c1
 : 5, 9, 1, 2, ., -4, 0.0, 6, 100, 0.1

By substructure: the compounds so far containing an NH in an aromatic ring
Every second line gives: ABHD5 PLIN5 PPI, MC4R antag cAMP, NOD2-RIPK2 inh, Glyco luc inh, TLR9-MyD88 inh, Vif inh, aDG glyco act, Granule exo inh, ABCB6 inh 2, MC4R barr agon
- Clc1ccc(-n2cccc2CN2CCc3c([nH]c4ccccc34)C2c2ccccn2)nc1 (stereo unspecified)
 : 2, 5, -9, -8, -14, -33, 0.9, 7, 104, -1.4
- COC(=O)c1c(C)[nH]c(C(=O)OC(C)C(=O)N2CCOCC2)c1C (stereo unspecified)
 : 5, 8, -5, 1, -7, ., 0.0, 2, 99, -3.2

The list goes on.
Every second line gives: ABHD5 PLIN5 PPI, MC4R antag cAMP, NOD2-RIPK2 inh, Glyco luc inh, TLR9-MyD88 inh, Vif inh, aDG glyco act, Granule exo inh, ABCB6 inh 2, MC4R barr agon
- CC(C)(C)OC(=O)N1CCN(C(=O)OCC2c3ccccc3-c3ccccc32)CC1C(=O)O (stereo unspecified)
 : -4, -4, 1, -1, -1, -3, 0.2, -6, 92, 1.1
- Cc1cc2oc(=O)cc(CN(C)Cc3ccccc3)c2cc1C
 : -8, ., -8, 0, ., ., 0.1, 8, 105, .
- O=C1C(=O)N(CCCn2ccnc2)C(c2cccnc2)/C1=C(/O)c1ccc(F)cc1 (stereo unspecified)
 : 5, 4, -2, 3, 0, -1, -0.2, -1, 102, -2.4
- CN(c1ccc(F)cc1)S(=O)(=O)c1ccc2[nH]cc(C(=O)O)c(=O)c2c1
 : 5, -5, -4, 1, 4, 6, -0.1, 0, 101, -0.7
- CCOc1ccccc1NC(=O)CNC(=O)c1nn(-c2ccc(OC)c(OC)c2)c(=O)c2ccccc12
 : -7, 6, -16, 1, -8, 1, -0.2, 0, 93, -2.5
- O=C(Nc1ccon1)Nc1cc(Cl)ccc1Cl
 : -1, 16, -1, -1, 0, -9, -0.3, -2, 99, 1.7
- Cc1cc(OC(C)C)c2c(-c3ccccc3)cc(=O)oc2c1
 : -7, 4, -4, 0, 3, -2, -0.5, 22, 95, 0.8
- O=C(N[C@H](CO)Cc1ccccc1)[C@H]1O[C@@H](n2ccc(=O)[nH]c2=O)[C@H](O)[C@@H]1O
 : 1, ., -6, 5, ., ., -0.2, 3, 106, .
- CCOc1cccc2sc(N(CCN(C)C)C(=O)CCS(=O)(=O)c3ccccc3)nc12
 : 10, -4, -5, -1, -2, 0, -0.1, -4, 94, -1.1
- Cc1ccc(NC(=O)C2=C(O)c3sccc3N(C)S2(=O)=O)cc1
 : 6, 6, -3, -1, -7, 5, -0.3, -4, 107, -0.4
- N#Cc1nc(-c2cccs2)oc1NCc1ccco1
 : 3, 8, -4, 5, 5, -3, -0.3, -1, 100, 5.5
- O=C(O)c1ccc(Cn2ccc3ccccc32)o1
 : -7, 1, 4, 0, -16, 3, 0.1, 12, 104, 0.5
- CCO[C@H]1OC(C(=O)N2CCOCC2)=C[C@@H](c2ccc(C(F)(F)F)cc2)[C@@H]1CCCO
 : -7, 6, -17, 4, 6, -2, -0.2, -8, 95, 0.2
- O=C1Nc2ccccc2C1=Nc1ccc(Cl)cc1
 : -2, 14, -2, 1, 0, 2, 0.3, -17, 96, -0.4
- O=C(CCc1nc2ccccc2c(=O)[nH]1)Nc1cc(C(F)(F)F)ccc1N1CCOCC1
 : 1, 3, -1, 3, -1, ., 0.0, 0, 91, -1.6

9 entries already listed, arranged by SMILES length, lowest first:
Every second line gives: ABHD5 PLIN5 PPI, MC4R antag cAMP, NOD2-RIPK2 inh, Glyco luc inh, TLR9-MyD88 inh, Vif inh, aDG glyco act, Granule exo inh, ABCB6 inh 2, MC4R barr agon
- O=C1Nc2ccccc2C1=Nc1ccc(Cl)cc1
 : -2, 14, -2, 1, 0, 2, 0.3, -17, 96, -0.4
- O=C(NCCSCc1c(F)cccc1Cl)c1ccco1
 : 1, 4, -3, 7, 7, 9, 0.5, 0, 92, -1.3
- Cc1cc2oc(=O)cc(CN(C)Cc3ccccc3)c2cc1C
 : -8, ., -8, 0, ., ., 0.1, 8, 105, .
- COc1ccccc1NC(=O)c1ccc(NC(=O)CN2CCCC2)cc1
 : 4, 7, -10, -2, -2, 9, 0.6, -1, 97, -0.4
- Cc1ccc(NC(=O)C2=C(O)c3sccc3N(C)S2(=O)=O)cc1
 : 6, 6, -3, -1, -7, 5, -0.3, -4, 107, -0.4
- CN(c1ccc(F)cc1)S(=O)(=O)c1ccc2[nH]cc(C(=O)O)c(=O)c2c1
 : 5, -5, -4, 1, 4, 6, -0.1, 0, 101, -0.7
- CC(C)(C)OC(=O)N1CCN(C(=O)OCC2c3ccccc3-c3ccccc32)CC1C(=O)O (stereo unspecified)
 : -4, -4, 1, -1, -1, -3, 0.2, -6, 92, 1.1
- CCOc1ccccc1NC(=O)CNC(=O)c1nn(-c2ccc(OC)c(OC)c2)c(=O)c2ccccc12
 : -7, 6, -16, 1, -8, 1, -0.2, 0, 93, -2.5
- O=C(N[C@H](CO)Cc1ccccc1)[C@H]1O[C@@H](n2ccc(=O)[nH]c2=O)[C@H](O)[C@@H]1O
 : 1, ., -6, 5, ., ., -0.2, 3, 106, .

New compounds follow
Every second line gives: ABHD5 PLIN5 PPI, MC4R antag cAMP, NOD2-RIPK2 inh, Glyco luc inh, TLR9-MyD88 inh, Vif inh, aDG glyco act, Granule exo inh, ABCB6 inh 2, MC4R barr agon
- Cc1ccc(Cn2nc(C)c(NC(=O)c3cc(C)no3)c2C)cc1
 : 3, 5, -7, 0, 0, 5, -0.1, -7, 97, -1.3
- CCc1cc2c(=O)c(-c3nc4ccccc4n3C)coc2c(CN2CCN(C)CC2)c1O
 : -2, 3, 5, 2, -4, -12&4, 0.1, 3, 94, -2.4
- Cc1cccc(N2CCN(CC(=O)N(C)Cc3ccccc3)CC2C)c1 (stereo unspecified)
 : 3, -2, -4, 0, -1, -13, -0.2, 0, 102, 1.6
- CC1C[C@@]2(NC(=O)NC2=O)C(C)CN1C (stereo partly specified)
 : -7, -5, -6, 0, 2, ., -0.2, 2, 98, -1.9
- CCCCN(CCCNC(=O)Cn1nc(CC)n2c(cc3sc(C)cc32)c1=O)Cc1ccccc1
 : 4, -5, 0, -1, 6, 6, 0.0, 10, 98, -1.1
- Cc1cc(C)n2nc(CC(=O)NCc3ccccc3Cl)nc2n1
 : 0, 6, -1, 0, -3, -5, 0.2, -1, 108, -1.8
- Cc1cccc(N(C(=O)c2csnn2)C(C(=O)NCc2ccccc2)c2ccncc2)c1 (stereo unspecified)
 : 5, 1, -1, 1, -1, -13, -0.1, 6, 85, -0.6
- CC(=O)Nc1ccc(S(=O)(=O)N2CC(=O)NC(=O)C2)cc1
 : 9, 6, 4, 4, 0, -5, -0.5, -2, 101, -1.8
- COC(=O)[C@@]12C[C@@H](CC(=O)NCc3cccc4ccccc34)C(=O)N(Cc3ccccc3)C1=CCC(C)(C)C2
 : 3, ., -9, ., ., ., 0.1, 2, ., .
- Cc1cc(C)cc(NC(=O)CCc2c(C)nn(-c3ccc(N4CCOCC4)nn3)c2C)c1
 : -1, -2, -1, 0, 2, -5, 0.0, -1, 94, 0.6
- COc1ccc2cc(OCC(=O)NNC(=O)Nc3ccc(OC)c(OC)c3)ccc2c1
 : -4, 16, -5, ., -9, ., 0.1, 6, 97, -0.5
- C/C(=N\Nc1nc(N)cc(Cl)n1)c1ccc(Cl)c(Cl)c1
 : -5, -4, -11, 0, 3, 0, 1.2, 2, 99, 0.8
- O=S(=O)(NCCc1cn2ccccc2n1)c1ccc2c(c1)CCCC2
 : 6, 6, 9, -1, -1, 3, 0.1, -2, 95, 0.6

Bioassay records: PubChem BioAssay, several laboratories

An excerpt; the hit share may differ from the screen's.
